GSH bead fluor – compound fluorescence on glutathione beads, profiling panel, artefact control, biophysical, 488/530 nm, flow cytometry; GSH beads flow cytometry, compound fluorescence 488/530 nm; hits give high values; fluorescence (KMESF) at 10 µM; hit rate 0.25% among 190,000; in the data active means fluorescence above about 89;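 further: glutathione beads carrying GST-tagged Bcl family fusion proteins plus one bare bead set; values are compound well signal with DMSO vehicle wells as background; inactives centre near 16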
Rac1 wt GTP bind – wildtype Rac1 GTP binding modulators, primary screen, biochemical, GST-Rac1 beads, flow cytometry, multiplex; Ras-related C3 botulinum toxin substrate 1 (Homo sapiens), P63000; fluorescent GTP binding; actives lie on both sides; 0 = cold GTP competed, 100 = untreated; hit rate 0.27% among 190,000; GTP binding activity (% of control), % at 10 µM;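 active means GTP binding activity at least 20 points away from the 100% control level, either lower or higher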
Avidin fluor – green autofluorescence of compounds with avidin beads – biophysical, 488/530 nm, flow cytometry, artefact control, profiling panel. hit rate 0.38% among 220,000. fluorescence (KMESF) at 10 µM. compound fluorescence 488/530 nm; hits give high values. AID 1775, 2009; in the data active means fluorescence above about 47; further: inactives centre near 10
Rac1 mut GTP – GTP binding modulators of activated mutant Rac1, primary screen, biochemical, bead-based flow cytometry, multiplex, fluorescent GTP; GST-Rac1 activated beads; actives lie on both sides; 100% means binding = to untreated wells; percent activity (GTP binding), % at 10 µM; Ras-related C3 botulinum toxin substrate 1 (Homo sapiens), P63000; hit rate 0.11% among 190,000;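 active means GTP binding at least 20 percentage points away from the 100% baseline, in either direction, so actives lie on both sides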
Rab7 wt modul – modulators of GTP binding to Rab7, primary screen, biochemical, wildtype, multiplex bead flow cytometry | GST-Rab7 beads, fluorescent GTP binding; actives lie on both sides; untreated = 100%, excess cold GTP = 0% | GTP binding activity (percent of control), % at 10 µM | hit rate 0.055% among 190,000 | AID 758, 2007;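 active means fluorescent GTP binding to Rab7 beads changed by at least 20 points from the 100% baseline, either direction, mostly lower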;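 further: median green fluorescence of bound Bodipy-FL-GTP per Rab7 bead population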
Rab2 wt GTP – modulators of GTP binding to Rab2A wildtype, primary screen, biochemical, dog, bead-based flow cytometry, multiplex; hit rate 0.19% among 190,000; GTP binding activity, % at 10 µM; Ras-related protein Rab-2A (Canis lupus familiaris), P61105; GST-Rab2 wt beads, Bodipy-GTP binding; AID 760, 2007;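 active means GTP binding activity at least 20 points away from 100%, either lowered or raised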;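 further: 0% = beads with excess unlabeled GTP and 100% = no-compound control corrected for plate trend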
Pf gametocyte – late stage P. falciparum gametocyte viability inhibitors, primary screen, ATP luminescence, HTS. P. falciparum stage V gametocytes, 24 h. inhibition, % at 10.9 µM. hit rate 0.065% among 150,000;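 active means inhibition above the mean plus 3 SD of compounds within the control limits, set per campaign, cut at about 38% in these data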;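 further: 0% = DMSO wells and 100% = medium only without gametocytes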
Cdc42 wt – modulators of GTP binding to wildtype Cdc42, primary screen, biochemical, multiplex bead flow cytometry, Bodipy-GTP; Cell division control protein 42 homolog (Homo sapiens), P60953; GST-Cdc42 beads; actives lie on both sides; percent activity (GTP binding), % at 10 µM; hit rate 0.2% among 190,000; AID 761, 2007;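 active means percent activity GTP binding at least 20 points away from the 100% baseline, either down as inhibitor or up as activator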;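 further: median bead fluorescence of bound Bodipy-FL-GTP at 100 nM; 0% = excess unlabeled GTP control and 100% = no compound control; below 100% means less GTP binding so inhibitor and above means activator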
Target sequence (P60953 whole entry, looked up): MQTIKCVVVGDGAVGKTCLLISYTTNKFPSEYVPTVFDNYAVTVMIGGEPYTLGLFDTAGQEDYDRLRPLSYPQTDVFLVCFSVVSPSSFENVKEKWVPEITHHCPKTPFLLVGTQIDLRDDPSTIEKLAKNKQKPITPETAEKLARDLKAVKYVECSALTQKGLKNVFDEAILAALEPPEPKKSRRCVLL
Mcl1-Bid inh – Mcl-1/Bid binding inhibitors, primary screen, biochemical, TR-FRET, 1536-well. Induced myeloid leukemia cell differentiation protein Mcl-1 (Homo sapiens), Q07820. TR-FRET Mcl-1/Bid-Dy647 peptide binding. inhibition, % at 21.7 µM. hit rate 0.97% among 220,000. AID 1021, 2008;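 active means compounds that cut the binding signal by more than half at the single screening dose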;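 further: His-tagged Mcl-1 with europium anti-His antibody binding Bid BH3 peptide; 0% = Mcl-1 plus peptide wells and 100% = peptide-only wells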
Target sequence (Q07820 whole entry, looked up): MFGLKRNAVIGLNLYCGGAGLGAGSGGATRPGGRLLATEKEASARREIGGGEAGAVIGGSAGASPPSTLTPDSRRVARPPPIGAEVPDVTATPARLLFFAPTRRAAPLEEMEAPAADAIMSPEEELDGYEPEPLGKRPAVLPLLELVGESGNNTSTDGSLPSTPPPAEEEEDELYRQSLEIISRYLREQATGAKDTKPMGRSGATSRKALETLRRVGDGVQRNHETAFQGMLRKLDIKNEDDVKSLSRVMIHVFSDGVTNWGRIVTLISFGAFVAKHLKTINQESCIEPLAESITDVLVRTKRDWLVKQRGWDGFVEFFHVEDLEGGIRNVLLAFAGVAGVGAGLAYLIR
Mcl1-Noxa inh – Mcl-1/Noxa binding inhibitors, primary screen, biochemical, TR-FRET, 1536-well; inhibition, % at 21.7 µM; AID 1022, 2008; hit rate 1.5% among 220,000; TR-FRET Mcl-1/Noxa peptide binding, 2 h;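 active means compounds that cut the protein-peptide binding signal by more than 50% relative to plate controls in a single-dose test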;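 further: His-tagged Mcl-1 with rhodamine Noxa BH3 peptide and terbium anti-His antibody; 0% = Mcl-1 plus Noxa peptide wells and 100% = peptide-only wells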
HRas wt GTP – modulators of GTP binding to HRas wildtype, primary screen, biochemical, bead-based flow cytometry, multiplex; GST-Ras wt beads, Bodipy-FL-GTP binding; actives lie on both sides; GTP binding activity, % at 10 µM; AID 759, 2007; GTPase HRas (Homo sapiens), P01112; hit rate 0.14% among 190,000;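 active means GTP binding activity at least 20% away from the 100% baseline, either lowered as inhibitor or raised as activator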;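 further: 0% = unlabeled GTP competition control and 100% = no-compound control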
Target sequence (P01112 whole entry, looked up): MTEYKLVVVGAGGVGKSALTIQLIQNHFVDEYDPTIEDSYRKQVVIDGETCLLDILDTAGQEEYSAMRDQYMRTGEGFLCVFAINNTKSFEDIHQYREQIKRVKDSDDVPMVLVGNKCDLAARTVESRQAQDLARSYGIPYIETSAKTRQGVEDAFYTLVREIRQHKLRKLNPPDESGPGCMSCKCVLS
* hit, by the source's call; · = not tested or not shown.

SMILES	GSH bead fluor	Rac1 wt GTP bind	Avidin fluor	Rac1 mut GTP	Rab7 wt modul	Rab2 wt GTP	Pf gametocyte	Cdc42 wt	Mcl1-Bid inh	Mcl1-Noxa inh	HRas wt GTP
O=C(Nc1sc2c(c1C(=O)NC1CC1)CCCCCC2)c1ccco1	30	104	17	99	100	102	·	102	12	2	100
CC1(C)Cc2ccccc2C(NN=C2CCCC2)=N1	19	98	4	98	105	98	3	100	-22	2	101
O=C(CN1CCC2(CC1)OCCO2)c1c[nH]c2ccccc12	6	101	7	99	95	95	·	102	-25	-14	98
CC1=C(C#N)C(NC(=O)c2ccco2)(C(F)(F)F)C(=O)N1 (centres undefined)	11	101	9	97	103	100	-10	99	-17	-10	101
CCOC(=O)c1ccccc1NC(=O)CN(c1ccccc1OC)S(C)(=O)=O	15	103	6	101	103	102	·	101	-23	-26	102
CC1=CC(C)C(C(=O)O)C(C(=O)Nc2cccnc2)C1 (centres undefined)	20	101	13	95	96	96	-7	93	-42	6	96
CC1=CC(C)(C)N(C(=O)C(C)N2C(=O)c3ccccc3C2=O)c2c(C)cc(C)cc21 (centres undefined)	11	100	9	97	95	98	·	99	-1	-4	101
Cc1[nH][nH]c(=O)c1N=Nc1ccccc1C#N	12	97	10	94	97	95	·	98	-23	18	98
O=c1cc(NC2CCCCC2)c2ccccc2o1	11	109	10	102	106	103	·	106	-1	12	105
O=C(Cn1cccc1C(=O)c1ccccc1)NCc1ccccc1	5	106	8	100	98	98	2	104	-7	10	102
CCC(=O)Nc1ccc2nc(C)n(CC(=O)Nc3ccccc3)c(=O)c2c1	·	99	3	96	96	98	7	97	-34	11	97
CC(C)NC(=O)c1cnc(Sc2ncc(C(F)(F)F)cc2Cl)n1C	9	97	12	99	90	93	·	97	-15	25	96
O=C(CN1C(=O)c2ccccc2S1(=O)=O)NC1CCCC1	15	95	8	96	98	98	·	96	6	5	96
CC(C)CC(NC(=O)CNC(=O)C1O[C@@H]2OC(C)(C)O[C@@H]2[C@H]2OC(C)(C)O[C@@H]12)C(=O)O (some centres undefined)	13	99	3	97	93	97	17	98	2	4	97
CCOc1ccccc1NC(=O)NCc1ccc(F)cc1	12	101	11	97	103	104	7	99	-18	0	102
O=C(Cc1cccs1)NCc1ccccc1	15	109	5	99	98	100	·	103	7	10	103
Cc1sc2nc3c(C(=O)N4CCCC4)cc(C(=O)c4ccccc4O)cn3c(=O)c2c1C	14	96	13	92	99	95	9	98	-27	16	94
Cc1nc2ncnn2c(C)c1Cc1cccc(F)c1	11	103	5	95	99	96	26	98	-16	-4	99
CCOC(=O)CSc1nnc(-c2cccc(Br)c2)o1	14	100	31	99	99	99	·	101	-32	4	98
CC(=O)c1cccc(NC(=O)COc2cc3oc(=O)c(CC(C)O)c(C)c3cc2Cl)c1 (centres undefined)	11	103	21	97	99	98	-9	102	9	23	100
COc1ccc(NC(=O)CSCC(=O)N2c3ccccc3CCc3ccccc32)cc1	5	101	5	97	102	100	-24	100	-5	16	99
Cn1nnc2cc(C(=O)NC(C)(C)C)ccc21	67	103	6	101	100	104	·	105	-22	3	105
C=CCNc1nnc(SCC(=O)N2CCCCC2)c2ccccc12	8	92	22	92	95	90	·	92	-11	7	94
O=C(c1cccs1)N(CC1CCCO1)c1nc(-c2ccccc2)cs1 (centres undefined)	6	99	19	97	99	97	20	97	-35	-3	99
Cc1cccc2c3c([nH]c12)C(=O)CC(C)(C)S3	13	95	11	96	101	96	·	95	-44	20	96

Continuation.
SMILES	GSH bead fluor	Rac1 wt GTP bind	Avidin fluor	Rac1 mut GTP	Rab7 wt modul	Rab2 wt GTP	Pf gametocyte	Cdc42 wt	Mcl1-Bid inh	Mcl1-Noxa inh	HRas wt GTP
O=C(CC1NCCc2ccccc21)Nc1ccc(Cl)cc1 (centres undefined)	15	95	10	98	87	98	·	96	-24	-5	94
COc1ccccc1N1CCN(C(=O)Cc2c(C(=O)O)[nH]c3ccc(Cl)cc23)CC1	16	95	11	92	97	89	1	94	-13	7	93
O=C(c1ccco1)c1cn(CC(=O)N2CCCCC2)c2ccccc12	13	101	22	99	99	97	8	100	7	15	99
CC(C)(C)c1ccc(C(=O)CSc2ncn[nH]2)cc1	14	105	7	100	99	102	·	103	16	33	103
COc1cccc(-c2nc(C(N)=O)c3[nH]c(=O)n(-c4ccccc4)c3n2)c1OC	14	107	24	101	99	103	·	103	18	39	102
Cc1ccc(NC(=O)CS(=O)CC(=O)N(CC(=O)NC2CCCC2)c2cc(C)ccc2C)cc1 (centres undefined)	23	104	38	99	100	100	·	104	-3	-12	103
c1csc(-c2csc3nc(CN4CCOCC4)nc(NCc4ccc5c(c4)OCO5)c23)c1	7	97	17	97	98	97	-13	98	-12	17	98
CC(=O)Nc1ccc(S(=O)(=O)NNC(=O)c2ccc(C)cc2)cc1	15	102	6	99	101	103	·	102	-34	3	99
CNC(=O)C(=O)Nc1c(C)cc(C)cc1C	13	103	11	101	99	102	·	101	2	9	101
Cc1nn(Cc2ccccc2Cl)c(C)c1NC(=O)Cn1nc([N+](=O)[O-])c(Cl)c1C	32	96	4	94	96	94	14	95	11	-11	96
CCc1cc2cc(C)c(C)cc2nc1SCC(=O)NNC(=O)c1ccco1	10	105	24	98	97	98	6	102	-1	-43	101
CC(C)C(NC(=O)c1ccccc1F)C(=O)NCCc1ccccn1 (centres undefined)	8	96	22	97	103	99	·	97	-35	-2	98
CCOC(=O)c1ccccc1OC(=O)CS(=O)c1ccccc1[N+](=O)[O-] (centres undefined)	16	97	9	92	104	97	·	94	-44	14	98
Cn1c(=O)c2c(ncn2CC(=O)Nc2cccc(S(=O)(=O)Nc3ccccc3F)c2)n(C)c1=O	8	90	9	90	103	87	19	85	-12	10	90
O=C(O)c1ccc(NC(=O)c2cn(-c3ccccc3)nc2-c2ccccc2)cc1	17	96	10	90	102	94	-5	95	-17	19	95
COC(CNC(=O)c1cc(-c2ccncc2)nc2ccc(S(=O)(=O)N3CCOCC3)cc12)OC	13	100	9	99	97	100	11	95	11	7	100
Fc1ccc(Br)cc1C1C=C(c2ccc(Br)s2)Nc2ncnn21 (centres undefined)	17	101	10	99	100	103	·	104	-34	-5	103
COc1ccc(/C=N/NC(=O)c2c(C)nnn2-c2nonc2N)cc1OC	13	95	6	95	106	98	-9	97	-28	12	98
CN1CCc2nc(SCCOc3ccccc3)c(C#N)cc2C1	24	99	24	96	95	95	·	96	5	2	97
CCCc1cc(=O)oc2cc(OCC(=O)Nc3cc(C)on3)ccc12	17	96	29	95	98	96	0	98	-1	-26	98
O=c1[nH]nc(Sc2ncnc3sccc23)n1CCc1ccccc1	22	106	31	99	100	97	·	100	-6	24	101
CC(C)C(=O)Nc1nnc(SCC(=O)NCC2CCCO2)s1 (centres undefined)	12	94	13	94	97	95	4	96	-8	-9	93
COC(=O)c1ccc(CNC(=O)COC(=O)C23CC4CC(CC(C4)C2)C3)cc1	10	105	10	101	101	102	-6	100	-8	20	101
CN(Cc1ccccc1)C(=O)COC(=O)C1CCN(S(=O)(=O)c2cccs2)CC1	25	97	9	99	107	101	17	100	-26	-1	100
CCc1cc2ccccc2nc1SCC(=O)N1CCN(C(=O)c2ccco2)CC1	18	104	25	100	100	101	-4	100	4	6	100

New compounds follow
SMILES	GSH bead fluor	Rac1 wt GTP bind	Avidin fluor	Rac1 mut GTP	Rab7 wt modul	Rab2 wt GTP	Pf gametocyte	Cdc42 wt	Mcl1-Bid inh	Mcl1-Noxa inh	HRas wt GTP
CC(C)CCN(CCC(C)C)C(CO)(CO)CO	10	103	11	98	102	99	-9	99	-22	6	101
C[C@@H](NC(=O)c1nc[nH]c1C(=O)N[C@@H](Cc1ccccc1)C(=O)OCc1ccccc1)c1ccccc1	17	99	7	96	96	94	-17	95	-35	-81	96
Cc1ccc(CN2CCN(/N=C/c3ccc(C)s3)CC2)cc1	9	101	14	100	100	98	-14	99	-42	8	101
Cc1ccccc1-c1ccccc1N	9	102	4	100	100	98	·	100	-43	8	99
COC(=O)c1ccc(NC(=O)C2CCCN2S(=O)(=O)c2ccc(OC)cc2)cc1 (centres undefined)	19	103	18	102	98	101	23	105	4	5	101
COc1cc(C2c3c(oc4ccccc4c3=O)C(=O)N2c2ccc(C)cn2)ccc1O (centres undefined)	25	106	8	102	100	101	·	103	-11	10	102
COc1cc(CNCCc2ccccc2)cc(Cl)c1OCc1ccccc1	11	95	11	90	105	97	5	92	-5	18	94
c1ccc(COc2cccc(CNCc3ccccn3)c2)cc1	17	99	10	95	95	96	7	94	-15	24	97
COc1ccc(-c2cnnc(N/N=C/c3ccc(O)cc3)n2)cc1	10	85	20	90	92	89	8	90	25	88*	90
CCN1CCN(CC(O)COc2ccc(C(C)=O)cc2)CC1 (centres undefined)	26	105	7	99	100	102	·	104	41	19	101
Cc1c(C(=O)N2CCCCC2)nn(-c2ccc(Cl)cc2)c(=O)c1C#N	12	95	10	94	102	96	-5	93	11	9	96
COc1ccc(C(=O)C2CCCN(Cc3cnc(N4CCCC4)s3)C2)cc1OC (centres undefined)	18	98	6	97	104	99	12	96	-29	-8	97
CC(=O)C1=C(O)C(=O)N(c2ccc(S(N)(=O)=O)cc2)C1c1ccccc1F (centres undefined)	31	109	18	101	106	103	16	107	12	21	104
CCOc1ccc(NC(=O)COc2ccc(C(=O)NC3CCCc4ccccc43)cc2OC)cc1 (centres undefined)	19	104	7	99	99	101	-3	102	-14	8	101
CCCCOC(=O)c1ccc(NC(=O)/C=C/c2cccs2)cc1	11	101	10	98	97	97	2	104	-5	-9	99
O=C(C[n+]1ccccc1)Nc1ccc(Oc2ccccc2)cc1	9	99	9	96	93	95	-7	95	6	-7	94
Cc1c(C(=O)Nc2ccncc2)oc2c1C(=O)CC(C)(C)C2	33	98	4	94	97	96	·	100	-19	2	96
C/C(CCc1ccc2c(c1)OCO2)=N\NC(=O)c1ccccc1	12	107	15	100	101	99	-5	104	-7	15	101

Single entries from the entries so far:
Entry for COC(=O)c1ccc(NC(=O)C2CCCN2S(=O)(=O)c2ccc(OC)cc2)cc1 (centres undefined) in HRas wt GTP: 101
Entry for Cc1ccccc1-c1ccccc1N in Rac1 mut GTP: 100

Hits appear at their usual frequency; overall some 3% were active at least once.
